SENP8 block-1 – blocks human SENP8 cleavage of Nedd8 substrate; recombinant SENP8, Nedd8 substrate fluorescence; inhibition, % at 20 µM; 0.64% of 360,000 active; AID 602440; in the data active means inhibition mostly above about 40%, no sharp cut-off; inactive means mostly below about 27%
UBC13 inh – blocks human UBC13 polyubiquitin chain formation; P61088; TR-FRET; inhibition, % at 20 µM; 0.47% of 330,000 active; AID 485273; in the data active means inhibition above about 45%, passing the limit was not always enough
SENP8 block-2 – blocks the human protease SENP8 | Q96LD8 | purified SENP8, Z-RLRGG-aminoluciferin cleavage, luminescence | inhibition, % at 10 µM | 1.2% of 330,000 active | AID 2540; in the data active means inhibition above about 50%
PfG6PD inh – PfG6PD (Plasmodium falciparum) enzyme inhibition. inhibition, % at 20 µM. 0.78% of 350,000 active. AID 504690. PfGluPho enzyme, NADPH resazurin-diaphorase fluorescence;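 active means inhibition reaching at least a set limit at 20 µM in the primary screen, cut at about 59% in these data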;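 further: 0% = DMSO wells with substrate and 100% = DMSO wells lacking glucose-6-phosphate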
SENP6 block – blocks the human protease SENP6; Q9GZR1; Recombinant SENP6 catalytic domain, aminoluciferin luminescence; inhibition, % at 10 µM; 1.8% of 330,000 active; AID 2599;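 active means inhibition above about 50% at the single tested dose, limit read from the data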;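 further: plate controls were DMSO wells with enzyme for no effect and DMSO wells lacking enzyme for full effect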
Target sequence (Q9GZR1 628-1112 limits assumed): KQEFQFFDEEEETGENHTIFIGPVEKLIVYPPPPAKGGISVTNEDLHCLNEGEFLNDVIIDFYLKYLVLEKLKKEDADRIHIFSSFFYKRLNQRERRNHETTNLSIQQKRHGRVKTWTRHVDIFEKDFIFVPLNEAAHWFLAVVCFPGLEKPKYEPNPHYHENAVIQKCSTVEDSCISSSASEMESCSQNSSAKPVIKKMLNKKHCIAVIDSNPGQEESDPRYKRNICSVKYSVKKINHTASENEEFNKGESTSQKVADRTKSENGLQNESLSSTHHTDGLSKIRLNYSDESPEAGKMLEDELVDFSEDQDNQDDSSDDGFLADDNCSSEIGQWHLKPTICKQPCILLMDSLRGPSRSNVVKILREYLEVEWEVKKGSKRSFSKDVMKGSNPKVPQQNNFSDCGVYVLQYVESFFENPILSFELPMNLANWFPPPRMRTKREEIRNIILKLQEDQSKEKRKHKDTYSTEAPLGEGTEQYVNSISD
HKDC1 inhibitor – HKDC1 (human) hexokinase inhibition | 0.16% of 340,000 active | Q2TB90 | inhibition, % at 20 µM | recombinant HKDC1, G6PDH/diaphorase resazurin coupled fluorescence;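 active means inhibition above about 35% when tested at 20 µM, limit read from the data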;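 further: plate controls were DMSO wells with enzyme for no effect and DMSO wells lacking enzyme for full effect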
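test system = in-house recombinant HK5 (HKDC1) enzyme | amount = HKDC1 at 5 µg/mL | control set = DMSO-enzyme wells negative, buffer-substituted wells positive | compound = one dose of 20 µM, 1% DMSO | schedule = reaction time 90 min, room temperature, protected from light | technique = resorufin fluorescence at 613 nm | reagent = glucose with 1 mM ATP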
beta cell repl – MIN6 beta-cell proliferation induction. proliferation, % at 10 µM. MIN6 cells proliferation, ATPlite luminescence, 48 h; cells starved in 0.2% serum; 100% = growth in 10% serum. 0.29% of 330,000 active. AID 2380;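 active means compounds whose signal lies at least 3.5 SD above the mean of all wells on their plate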;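 further: 0% = DMSO-treated cells in low-serum medium and 100% = 10% serum control; some compounds called inactive have numbers as strong as hits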
SENP7 inh – SENP7 protease inhibition; Q9BQF6; recombinant SENP7, Z-RLRGG-aminoluciferin luminescence, 40 min; inhibition, % at 5 µM; 1.5% of 330,000 active; AID 434973;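 active means inhibition above about 50% at the single test dose, limit read from the data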;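 further: plate controls were DMSO with enzyme for no effect and no enzyme buffer wells for full effect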
Target sequence (Q9BQF6 706-1050 limits assumed): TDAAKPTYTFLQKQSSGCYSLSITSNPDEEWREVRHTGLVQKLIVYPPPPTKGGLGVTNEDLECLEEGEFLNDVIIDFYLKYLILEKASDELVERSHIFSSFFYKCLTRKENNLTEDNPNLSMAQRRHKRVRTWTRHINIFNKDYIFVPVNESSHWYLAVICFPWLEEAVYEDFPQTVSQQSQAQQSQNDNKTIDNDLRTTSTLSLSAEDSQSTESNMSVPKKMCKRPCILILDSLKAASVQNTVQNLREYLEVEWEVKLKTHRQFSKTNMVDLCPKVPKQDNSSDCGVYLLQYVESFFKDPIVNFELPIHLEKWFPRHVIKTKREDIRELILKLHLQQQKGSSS
SENP1 inh – blocks the human SENP1 SUMO protease catalytic domain. recombinant SENP1 catalytic domain, CyPet-SUMO1-YPet FRET cleavage. inhibition, % at 10 µM. 0.21% of 360,000 active;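 active means inhibition at least 30% at 10 µM, raw YFP signal under a set limit, fluorescence ratio 0.5 to 1.5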;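 further: 0% = enzyme with DMSO and 100% = no enzyme wells; some results filed as inactive read as strong as hits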
Target sequence (Q9P0U3 419-644 limits assumed): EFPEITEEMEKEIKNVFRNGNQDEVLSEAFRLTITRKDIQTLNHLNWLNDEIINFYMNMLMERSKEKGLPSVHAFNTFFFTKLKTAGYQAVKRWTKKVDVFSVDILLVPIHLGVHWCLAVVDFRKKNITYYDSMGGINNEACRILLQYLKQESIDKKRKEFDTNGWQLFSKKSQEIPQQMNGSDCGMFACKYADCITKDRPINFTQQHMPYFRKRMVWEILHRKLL
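Material: hSENP1 catalytic domain, recombinant; medium: Tris pH 8 with BME, BSA, NP40 and catalase; compound: single concentration of 10 µM compound, 0.5% DMSO final; technique: FRET read of cyan and yellow fluorescence; timing: 50 min enzyme reaction, room temperature, light-protected; reagent: SFCypet-SUMO1-SFYpet substrate at 25 nM; control set: no-enzyme low, enzyme-DMSO high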
Starred values were filed as active, the others as inactive; . = not tested or not shown.

no.	structure	SENP8 block-1	UBC13 inh	SENP8 block-2	PfG6PD inh	SENP6 block	HKDC1 inhibitor	beta cell repl	SENP7 inh	SENP1 inh
1	Cn1cc(CCNC(=O)CC2C(=O)NCCN2CC(c2ccccc2)c2ccccc2)cn1 (stereo not given)	-44	-6	-5	5	11	1	-4	7	-6
2	CCOC(=O)c1cnn(-c2ccccc2)c1-c1ccccc1	18	4	6	-11	-5	1	0	4	2
3	C=CCn1c(SCC(=O)Nc2nnc(C)s2)nnc1-c1cccnc1	25	10	-5	-9	12	4	-1	8	2
4	Cc1cccc(C(=O)N[C@H](C(=O)OCC(=O)NC(=O)c2cccn2C)C(C)C)c1	-35	-4	5	0	-15	-1	2	0	-8
5	CC(NC(=O)C(Cc1ccccc1)N1C(=O)C2C3CCC(C3)C2C1=O)c1ccccc1 (stereo not given)	34	-12	-8	-12	6	-6	-1	-5	1
6	Cc1ccccc1Cn1c(=O)n(C)c(=O)c2sccc21	0	-8	5	-5	3	-7	-1	0	1
7	C/C(CC(=O)Nc1ccc([N+](=O)[O-])cc1)=N/NC(=O)C1CC12CCC2 (stereo not given)	4	0	-4	-6	-12	-1	-2	9	5
8	COc1ccc(NC(=O)CN2C(=O)C(C)SC(C)C2=O)cc1 (stereo not given)	8	-5	-10	18	-26	-7	-2	-6	-1
9	Cc1cccc(NC(=O)CSc2nsc(SCC(=O)Nc3cccc(C)c3)c2C#N)c1	0	-9	-1	-15	-2	14	-4	7	0
10	Cc1ccc(NC(=O)Cc2ccc(-n3cccc3)cc2)c(C)c1	-1	-15	-7	6	-14	-14	-3	-5	-6
11	Cc1ccc(/C=C/C(=O)Nc2ccc([N+](=O)[O-])c(NC(=O)/C=C/c3ccc(C)o3)c2)o1	19	.	.	83*	.	-2	.	.	2
12	Cc1noc(C)c1COC(=O)c1ccc2c(c1)S(=O)(=O)c1ccccc1C2=O	15	-11	-6	-6	-11	0	-3	-5	2
13	COc1ccc(N(C(=O)CNC(=O)c2ccco2)C(C(=O)NC2CCCC2)c2ccco2)cc1 (stereo not given)	9	-1	9	-2	7	-6	-1	9	-2
14	Cc1ccc(N(C(=O)c2snc(C(N)=O)c2N)C(CC(C)C)C(=O)NC2CCCC2)cc1 (stereo not given)	-304	31	-14	30	-13	0	-2	-1	-12
15	CCOc1ccccc1C(=O)OCC(=O)Nc1ncc(C(F)(F)F)cc1Cl	5	-3	9	-3	9	-11	-3	12	0
16	COc1ccc(Oc2ccc(/C=C/C(=O)c3ccc(O)cc3)cc2[N+](=O)[O-])cc1	21	-17	-26	3	-15	4	-6	2	3
17	COc1ccc(-c2csc(N(CCCN(C)C)C(=O)c3ccc(C(C)(C)C)cc3)n2)cc1	14	39	-8	-4	-13	1	-5	-3	1
18	CNc1cc(=O)n(C)c(=O)n1-c1ccccc1	11	2	-2	-4	-22	-4	-1	-10	0
19	CC(=O)c1cccc(NC(=O)CCN2C(=O)C3CC=CCC3C2=O)c1 (stereo not given)	10	4	-2	-1	-16	-5	-1	7	2
20	CCC(=O)c1ccc(OCC(=O)OCC(=O)Nc2c(C)n(C)n(-c3ccccc3)c2=O)cc1	8	2	-5	-19	-12	4	0	1	0

Compound profiles, from the list above. Order of values: SENP8 block-1, UBC13 inh, SENP8 block-2, PfG6PD inh, SENP6 block, HKDC1 inhibitor, beta cell repl, SENP7 inh, SENP1 inh
`CC(NC(=O)C(Cc1ccccc1)N1C(=O)C2C3CCC(C3)C2C1=O)c1ccccc1` (stereo not given) reads 34, -12, -8, -12, 6, -6, -1, -5, 1
`COc1ccc(-c2csc(N(CCCN(C)C)C(=O)c3ccc(C(C)(C)C)cc3)n2)cc1` reads 14, 39, -8, -4, -13, 1, -5, -3, 1

Values by screen from above.
PfG6PD inh, nos. 2 to 5 → -11, -9, 0, -12
beta cell repl, nos. 2 to 5 → 0, -1, 2, -1

Next records follow.
no.	structure	SENP8 block-1	UBC13 inh	SENP8 block-2	PfG6PD inh	SENP6 block	HKDC1 inhibitor	beta cell repl	SENP7 inh	SENP1 inh
21	CCOc1cc(/C=C2/N=C(C)C(C(=O)OC)=C2O)ccc1O	-52	-63	-4	27	-10	-1	0	-9	-14
22	COCCN1C(=O)c2oc3c(C)cc(C)cc3c(=O)c2C1c1cccc(O)c1 (stereo not given)	3	26	-5	6	-10	4	-2	-5	3
23	CCOC(=O)c1sc(=S)n(-c2ccc(OC)cc2)c1N	25	-10	0	3	7	-2	0	3	1
24	Cc1cc(C(=O)Nc2ccc(Nc3ccccc3)cc2)ccc1[N+](=O)[O-]	14	-9	-8	11	7	1	-4	5	2
25	Clc1ccc(-c2nc(NCCN3CCOCC3)c3ccccc3n2)cc1	-31	10	-3	25	-4	18	-3	7	-4
26	Cc1ccc(NC(=O)CN2C(=O)CCSc3ccc(S(=O)(=O)N4CCCC4)cc32)cc1	15	-8	6	-2	-19	-1	-2	7	2
27	CC1CCN(C(=O)CSc2nnc(Cc3cccn3C)n2-c2ccc(F)cc2)CC1	-10	-2	5	21	1	-4	-1	4	-2
28	O=C(NCC(=O)N1CCN(S(=O)(=O)c2ccccc2F)CC1)c1ccc(Br)o1	-6	-13	4	-21	0	-8	9	4	4
29	COC(=O)CN1C(=O)C2(C(C#N)=C(N)Oc3ccccc32)C2=C1CC(C)(C)CC2=O (stereo not given)	23	-9	-8	-19	-13	7	-1	-8	2
30	Cc1nnc(SCC(=O)NC2CCC(C)CC2)s1 (stereo not given)	12	1	-2	-5	-11	-3	-2	-3	0
31	S=c1[nH]nc(-c2ccco2)n1/N=C/c1c(Cl)cccc1Cl	25	5	4	28	-10	1	-1	0	2
32	Cc1cc(Cl)ccc1NNC(N)=S	61*	-8	-8	32	-13	0	-4	14	1
33	COc1ccc(S(=O)(=O)N2CCC(C(=O)N(CC(C)C)C3CCS(=O)(=O)C3)CC2)cc1OC (stereo not given)	9	-3	0	-2	0	-4	2	7	2
34	CCOc1ccc(-n2c(O)c(/C=N/c3ccnn3Cc3ccncc3)c3ccccc3c2=O)cc1	-229	-3	11	-4	5	4	-5	12	-36
35	Cn1c(=O)c2c(nc(N3CCN(Cc4ccccc4)CC3)n2CC(=O)c2ccccc2)n(C)c1=O	12	8	-1	-6	-6	7	1	-2	-4
36	O=C(C1CCC1)N1CCN(c2ccccc2)CC1	-1	3	11	-11	7	-6	0	-3	-1
37	CC(C)[C@H](NC(=O)c1ccccc1)C(=O)Nc1ccc2c(c1)OCO2	-4	-7	-14	9	-12	1	0	-9	-2
38	CCN(CCNC(=O)C1CCN(Cc2nc(-c3cccc(Cl)c3)oc2C)CC1)c1ccccc1	19	25	2	-16	0	8	-6	0	1
39	COc1ccc(-c2csc3ncnc(N4CCN(c5ccccc5)CC4)c23)cc1	-4	4	10	4	23	14	-4	4	0
40	CCC(Oc1ccccc1C)C(=O)Nc1ccc(S(=O)(=O)Nc2cc(C)on2)cc1 (stereo not given)	8	0	2	-9	-4	1	-2	-7	1
41	COc1ccc(C(CC(=O)O)NC(=O)c2sc3ccccc3c2Cl)cc1 (stereo not given)	17	-1	1	-16	17	0	-1	5	1
42	COc1ccc(/C=C2\SC(=O)N(CC(=O)Nc3cccc(C)c3)C2=O)cc1O	-98	-20	-8	-11	4	1	-5	-12	-3
43	COc1ccc(-c2noc(-c3ccccc3C(=O)NCc3ccco3)n2)cc1OC	13	-12	-1	4	-8	-1	1	-11	2
44	O=C(Cn1c(=S)[nH]c2ccccc2c1=O)N1CCN(c2ccc(F)cc2)CC1	9	16	2	0	-27	-5	-4	7	-1
45	COc1ccccc1-n1nnnc1SCC(=O)NC1CC1	14	0	-5	15	-12	-6	2	-9	2
46	COC(=O)c1ccc(N(C(=O)CNC(=O)c2ccco2)C(C(=O)NC2CCCC2)c2ccco2)cc1 (stereo not given)	16	5	-4	4	-3	-1	1	3	-2
47	Cn1c(=O)c2c(SCC(=O)N3CCOCC3)nc(-c3ccccc3Cl)nc2n(C)c1=O	-4	3	7	0	3	-6	-3	-3	1
48	CC(C)C(=O)Nc1ccc(Sc2ccc(F)cc2)cc1	19	9	-13	-6	-2	-1	-3	1	-1
49	COc1ccc(C(=O)NC(=S)Nc2nc(C)cc(C)n2)cc1Br	8	6	-4	9	-21	-5	-2	8	1
50	COc1cccc(N2CCN(C(=O)c3[nH]c(C)c(C(C)=O)c3C)CC2)c1	2	6	-8	0	-24	-1	-3	4	2
51	CCOc1ccc(NC(=O)CCc2ccc(C)o2)cc1	14	1	4	-7	4	-4	0	6	-1
52	COc1cccc(C(=O)Oc2ccc3c(C)cc(=O)oc3c2C(C)=O)c1	-25	-17	-10	22	-14	2	0	-5	-7
53	COc1ccc(/C=C/C(=O)Nc2ccc(-n3nncc3-c3ccc(OC)c(OC)c3)cc2)cc1OC	-313	1	-8	5	5	-3	0	-4	-10
54	O=C(NCc1cccc(C(F)(F)F)c1)c1ccc[nH]1	13	5	2	22	-25	-4	1	6	0
55	CN1CCc2ccccc2Cc2[nH]c3ccccc3c2CC1	0	10	-3	1	-10	3	11	-3	0
56	C=CCNC(=O)Nc1cc(Cl)ccc1OC	16	4	-2	18	-9	-12	2	2	2
57	O=C(O)c1cc(N/N=C/c2cccs2)ccc1Cl	.	0	12	.	36	.	1	4	.
58	Cc1cc(C)c2c3c(sc2n1)C(=O)N(c1ccccc1C)CC(=O)N3	-8	2	-8	-3	8	-6	-4	6	6
59	CCONC(=O)Nc1ccccc1	5	-13	-10	7	-23	-12	2	-4	3
60	O=C(Nc1cccc(Cl)c1)c1ccccc1	8	-4	42	8	49	-3	-9	48	0
61	Cc1ccccc1CNC(=O)C1CCC(=O)N(C2CCCCCC2)C1 (stereo not given)	-5	5	1	0	0	-5	-3	1	0
62	COC(=O)c1ccccc1NC1CC(=O)N(c2c(C)cccc2C)C1=O (stereo not given)	-264	9	-6	6	0	-6	0	-6	-9
63	O=C(/C=C/c1ccc(OCc2cccc(Cl)c2)cc1)N1CCOCC1	12	11	-4	11	-29	-11	-4	4	4
64	CCn1ncc(C2=NOC(C(=O)Nc3cccnc3)C2)c1C (stereo not given)	9	3	1	-5	-5	-8	-2	3	0
65	CCN(C(=O)CN1CCN(c2ccccc2OC)CC1)c1c(N)n(Cc2ccccc2)c(=O)[nH]c1=O	4	2	0	10	-1	-2	-1	5	-15
66	COc1ccc(/C=C/C(=O)c2c(O)cc(C)oc2=O)c(OC)c1	-189	-9	-18	-10	-20	9	-6	4	-24
67	NC(=O)NOCc1ccc(F)cc1Cl	17	3	-8	1	-41	-7	0	-7	2
68	Cc1cc[n+](C2=C([O-])c3ccccc3C(=O)/C2=N\S(=O)(=O)c2cccs2)cc1C	29	-111	39	13	60*	8	-6	16	1
69	COc1ccccc1C(=O)Nc1ccc(OC(C)C(=O)N2CCOCC2)cc1 (stereo not given)	10	2	-16	4	-16	0	2	-4	1
70	Cc1ccc2c(c1)N(CC(=O)NC1CCC(C)CC1)C(=O)c1cccnc1O2 (stereo not given)	9	-5	2	-3	-11	-7	-5	-1	1
71	COc1ccc(CCCc2nnc(SCC(=O)Nc3cc(C)ccc3C)o2)cc1	17	-12	-12	-7	-22	3	0	11	1
72	Cc1ccc(NC(=O)c2cc3nc(C)cc(C)n3n2)cc1	-25	6	-5	33	-16	9	-2	-1	-5
73	CCCn1cc(CN2CCC(n3nccc3NC(=O)C(OC)c3ccccc3)CC2)c(C)n1 (stereo not given)	6	-14	-6	-6	-9	1	-3	12	0

Screening results deposited in PubChem BioAssay by Sanford-Burnham Center for Chemical Genomics.
